HP1b binding inh – inhibitors of HP1-beta chromodomain binding to methylated histone tails. P83916. AlphaScreen HP1-beta / biotin-H3K9me3 peptide binding. Potency, µM (highest dose often 114 µM), inactives show at the highest dose activity change, negative = inhibition, most hits filed as inhibitors. hit rate 0.56% among 390,000; note: nearly all actives have a fitted effect of over 70% in size; inactives centre near 23
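AlphaScreen: HP1-beta (50 nM) preformed 30 min with biotin-H3(1-18)K9me3 peptide (50 nM) in PBS pH 7.4, 0.01% Tween-20. Compound added for 30 min at RT, then streptavidin donor/nickel chelate acceptor beads (10 ug/mL) for 30 min.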
ALOX12 inh – inhibitors of human 12S-lipoxygenase ALOX12 | P18054 | purified 12hLO, xylenol orange hydroperoxide absorbance | Potency, µM (highest dose often 108 µM), inactives show at the highest dose activity change, negative = inhibition, most hits filed as inhibitors | hit rate 1.1% among 580,000 | AID 1671190; note: % is set by controls: 0 for no effect and ±100 for the full control effect
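Purified human 12hLO (150 nM final) in 25 mM Hepes, 0.01% Triton X-100, pH 7.0 was preincubated 15 min at room temperature with compound. Then 40 uM arachidonic acid was added, 30 min. Hydroperoxide was read by Fe-XO absorbance ratio 573/405 nm.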
JMJD2A Tudor – blocks the human JMJD2A Tudor domain | hit rate 4.4% among 390,000 | O75164 | AID 504339 | Potency, µM (top dose mostly 114 µM), without a hit: at the highest dose activity change, negative = inhibition, usual class: inhibitors | AlphaScreen JMJD2A-Tudor / H3K4me3 peptide binding; note: % is set by controls: 0 for no effect and ±100 for the full control effect; nearly all actives have a fitted effect of over 50% in size
RGS4 inh – blocks human RGS4-accelerated GTP hydrolysis; P49798; Transcreener GDP fluorescence polarization, RGS4-accelerated GTP hydrolysis; Potency, µM (highest dose often 114 µM), for inactives: top-dose activity change, negative = inhibition, most hits filed as inhibitors; hit rate 0.039% among 390,000; note: % is set by controls: 0 for no effect and ±100 for the full control effect; nearly all actives have a fitted effect of over 75% in size; some results filed as inactive show a strong effect at the top dose
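MLSMR compounds (23 nl, pin-transferred) preincubated 10 min at room temperature with a 500nM (2x) first reagent, then RGS4 at 900nM (2x) plus Transcreener GDP mix added; fluorescence polarization (620/688 nm) read before and after 90 min at 30 °C.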
PGK inhibitor – inhibitors of T. brucei phosphoglycerate kinase. P07378. PGK/GAPDH coupled, Kinase-Glo luminescence, 60 min. Potency, µM (titrated, usually from 57.5 µM), for the others: at the highest dose activity change, negative = inhibition, usual class: inhibitors. hit rate 0.043% among 380,000. AID 602233; note: % is set by controls: 0 for no effect and ±100 for the full control effect; nearly all actives have a fitted effect of over 60% in size
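Recombinant glycosomal PGK reaction used 1,3-bisphosphoglycerate generated in-well by GAPDH (100nM final) in 100mM TEA pH 7.6, 5mM MgCl2, 0.01% Tween-20. After 60 minutes at room temperature, ATP was read by Kinase-Glo Plus luminescence end-point.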
TrxR1 inh – blocks rat thioredoxin reductase 1; recombinant rTrxR1, NADPH fluorescence consumption, selenite substrate; O89049; Potency, µM (doses to about 114 µM), for the others: at the top dose activity change, negative = inhibition, actives largely listed as inhibitors; hit rate 1% among 390,000; note: % is set by controls: 0 for no effect and ±100 for the full control effect; nearly all actives have a fitted effect of over 65% in size
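Rat TrxR1 (90 nM in the dispensed reagent) was pre-reduced with 400 uM NADPH for 5 min at room temperature, then incubated with compound for 15 min. After 400 uM selenite was added, NADPH fluorescence (Ex 340/Em 450 nm) was followed for 8 min.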
GLS inh – blocks human kidney-isoform glutaminase activity; AID 624170; Potency, µM (highest dose often 45.5 µM), inactives show at the top dose activity change, negative = inhibition, usual class: inhibitors; O94925; GLS enzymatic activity, qHTS titration; hit rate 0.21% among 410,000; note: % is set by controls: 0 for no effect and ±100 for the full control effect
Target sequence (O94925 whole entry, looked up, canonical isoform): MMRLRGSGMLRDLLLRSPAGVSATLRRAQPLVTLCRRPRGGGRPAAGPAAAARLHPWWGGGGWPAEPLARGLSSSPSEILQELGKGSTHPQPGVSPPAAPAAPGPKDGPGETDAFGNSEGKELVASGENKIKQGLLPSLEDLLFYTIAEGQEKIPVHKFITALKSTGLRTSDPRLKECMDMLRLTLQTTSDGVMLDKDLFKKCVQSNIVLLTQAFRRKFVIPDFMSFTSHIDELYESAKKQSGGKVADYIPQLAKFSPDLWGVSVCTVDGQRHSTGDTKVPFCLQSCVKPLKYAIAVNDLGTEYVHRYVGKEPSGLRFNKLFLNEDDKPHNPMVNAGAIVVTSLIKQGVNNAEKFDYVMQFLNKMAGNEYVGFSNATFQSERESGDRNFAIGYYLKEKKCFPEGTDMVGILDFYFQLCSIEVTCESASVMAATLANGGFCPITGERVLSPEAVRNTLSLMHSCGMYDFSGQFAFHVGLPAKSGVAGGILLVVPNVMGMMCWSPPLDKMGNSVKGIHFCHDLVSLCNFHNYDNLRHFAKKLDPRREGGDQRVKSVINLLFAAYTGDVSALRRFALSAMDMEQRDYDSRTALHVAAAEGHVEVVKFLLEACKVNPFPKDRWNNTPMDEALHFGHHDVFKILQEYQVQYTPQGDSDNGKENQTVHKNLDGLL
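hKGA in 45 mM KH2PO4 pH 8.2, 0.02% Tween-20 with pin-transferred compounds; 1 mM L-glutamine (stock) plus glutamate oxidase/HRP/Amplex Red coupling added. Fluorescence read initially and after 30 min at RT.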
Pin1 inhibitor – blocks the human prolyl isomerase Pin1; Pin1 FP peptide displacement, HiFluor488, 10 min; Q13526; Potency, µM (doses to about 115 µM), inactives show at the top dose activity, negative = inhibition, actives largely listed as inhibitors; AID 504891; hit rate 0.009% among 390,000; active = well fitted inhibition curve with a large enough effect in the polarisation, with a control signal flat, not every such curve was filed as active; inconclusive = small, poorly fitted or top-dose-only effect, or effect the other way, or a change in a side signal; inactive = no such curve, though single readings can be large or run the other way; the % refers to the polarisation; note: % is set by controls: 0 for no effect and ±100 for the full control effect
ERG Ets-DNA blk – blocks human ERG Ets domain binding to DNA | P11308 | hit rate 0.028% among 370,000 | AID 624246 | Potency, µM (top dose mostly 76.9 µM), for inactives: top-dose FP activity, negative = inhibition, most hits filed as inhibitors | fluorescence polarization, His-ERG Ets domain / labelled DNA; active = well fitted inhibition curve with a large enough effect in the polarisation, with a control signal flat; inconclusive = small, poorly fitted or top-dose-only effect, or effect the other way, or a change in a side signal; inactive = no such curve, though single readings can be large or run the other way; the % refers to the polarisation;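 note: polarization taken with two DNA probes labelled with fluorescein and Texas red; % of control where 0% means no effect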
Target sequence (P11308 whole entry, looked up, the tested form may be a part): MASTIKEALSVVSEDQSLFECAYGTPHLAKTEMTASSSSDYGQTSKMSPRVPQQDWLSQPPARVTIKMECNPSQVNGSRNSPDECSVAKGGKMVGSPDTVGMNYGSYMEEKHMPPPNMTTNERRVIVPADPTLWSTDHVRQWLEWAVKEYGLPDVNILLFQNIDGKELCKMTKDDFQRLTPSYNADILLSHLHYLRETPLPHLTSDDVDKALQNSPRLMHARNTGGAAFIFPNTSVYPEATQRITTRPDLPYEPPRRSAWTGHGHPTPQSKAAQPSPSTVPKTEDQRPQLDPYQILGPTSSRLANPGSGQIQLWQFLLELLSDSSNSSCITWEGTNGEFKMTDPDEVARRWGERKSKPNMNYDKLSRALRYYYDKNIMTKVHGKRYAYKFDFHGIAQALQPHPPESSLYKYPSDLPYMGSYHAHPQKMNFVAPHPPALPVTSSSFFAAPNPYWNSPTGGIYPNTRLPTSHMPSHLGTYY
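His-tagged ERG Ets domain (1 uM in the protein solution; 300mM KCl, 50mM Tris-HCl, 1mM EDTA, 1mM DTT, pH 7.5) received compound, then a probe mix of 5 nM fluorescein-DNA and 100nM Texas-615-DNA. Fluorescence polarization was read for both dyes.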
The depositor's hits bear a star; i = inactive; u = inconclusive; x = no result given; & = joins results of further samples; ! = a repeat was not active; [ ] = another dose, or the depositor's remark. Unless noted, calls come from the whole dose curve; as a rule, active = well fitted curve in the direction sought with a large enough effect; inconclusive = small, poorly fitted or top-dose-only effect, or another doubt; inactive = no such curve, though single readings can be large; an effect the other way counts as inactive or inconclusive. Potency is the fitted concentration of half-maximal effect.

SMILES	HP1b binding inh	ALOX12 inh	JMJD2A Tudor	RGS4 inh	PGK inhibitor	TrxR1 inh	GLS inh	Pin1 inhibitor	ERG Ets-DNA blk
CC1CC2(CC(C)(C(=O)CSc3nc4ccccc4s3)OC2=O)C(=O)O1 (stereo not given)	28%	u	-19%	-14%	-5%	-11%	-1%	-8%	4%
CCC(C)[C@H](Nc1nc(-c2ccccc2)nc2c1oc1ccccc12)C(=O)O (stereo not given in full)	17%	21%	-6%	5%	-10%	-6%	0%	5%	-5%
O=C(NC(=S)Nc1cccc(NC(=S)NC(=O)c2ccco2)n1)c1ccco1	2%	u	-5%	-23%	-1%	23%[57.1 µM]	-10%	10%	-15%
COc1cc(C(=O)NCC(=O)OCC(=O)c2ccc[nH]2)cc(OC)c1OC	46%	-4%	-9%	9%	2%	5%[57.1 µM]	-2%	3%	-1%
Cc1cc(/C=C2/C(=N)N3C(=NC2=O)SN=C3S(C)(=O)=O)c(C)n1-c1ccccc1F	-12%	u	u	-2%	-6%	-28%	11%	-12%	1%
O=C(Nc1ccc(Cl)cc1)c1ccc2c(c1)OCO2	28%	u	-2%	-16%	-10%	4%	8%	3%	4%
CCNc1ccc(S(=O)(=O)N(C)C)cc1[N+](=O)[O-]	-6%	45µM*	32µM*	-17%	0%	3%	1%	-5%	4%
CC(C)=CCC/C(C)=C/COc1c2ccoc2cc2oc(=O)ccc12	163%[activator]	-4%	133%[activator]	14%	x	34%	x	u	x
O=C(CSc1nnc(-c2ccncc2)n1CC1CCCO1)Nc1nccs1 (stereo not given)	33%	-22%	-5%	14%	5%	-7%	-3%	-8%	-9%
COCCSc1ccccc1C(=O)N1CCc2ccccc2C1	41%[activator]	2%	6%	-13%	0%	15%[57.1 µM]	5%	0%	-5%
CCc1ccccc1NC(=O)CN(C)C(=O)CN1C(=O)NC2(CCCCCC2)C1=O	21%	1%	-25%	8%	i	18%[57.1 µM]	0%	0%	-20%
CCCCOc1ccc(C(=O)OC(C)CN(C)C)cc1 (stereo not given)	14%	u	-18%	33%	3%	-13%[57.1 µM]	10%	-4%	-5%
CC(OC(=O)CN1C(=O)c2ccccc2C1=O)C(=O)NCc1ccccc1 (stereo not given)	35%	-2%	-12%	-2%	-5%	5%	1%	-1%	-4%
CC(NO)C(C)(C)NO (stereo not given)	u	22µM*!	40µM*	1%	2%	2%[57.1 µM]	26%	2%	5%
Cc1nc(C)c(C(=O)O)c(-c2ccsc2)c1C(=O)O	10%	u	-15%	19%	-7%	14%[57.1 µM]	64%[activator]	-8%	8%
CC(=O)c1ccc(-n2cc(-c3ccc(C(C)(C)C)cc3)[n+]3c2SCCC3)cc1	32%	1%	3%	-19%	-8%	21%[57.1 µM]	-2%	0%	-3%
COc1ccc(N2CC(C(=O)NCc3nnnn3-c3ccc(C)c(C)c3)CC2=O)cc1 (stereo not given)	23%	-8%&-27%	-9%&0%	22%[11.4 µM]	-4%&-2%	15%	7%&-2%	u	-8%&-1%
Cc1ccccc1CC1(CO)CCCN(C(=O)c2cc(Cl)ccc2F)C1 (stereo not given)	39%[activator]	-19%	3%	-12%	3%	6%[57.1 µM]	4%	0%	-2%
COc1ccc(OCC(=O)N2CCN(S(=O)(=O)c3ccc(Cl)s3)CC2)cc1	22%	0%	-17%	11%	-9%	13%	1%	2%	2%
Cn1c(CNC(=O)c2ccc(Cl)cc2)nnc1SCC(=O)NC1=NCCS1	18%	-22%	3%	-18%	1%	16%	7%	-3%	-12%
Cc1ccc(SCC(=O)Nc2ccccc2C(=O)O)cc1	41%[activator]	-21%	-2%[57.1 µM]	5%[11.4 µM]	-5%	17%[57.1 µM]	-2%	2%	2%
Cc1ccc(NC(=O)c2sc(Cl)nc2C)c(C)c1	32%	-14%	-4%	13%	4%	1%	8%	-3%	0%
CCc1c(O)nc(SCC(N)=O)n(-c2ccccc2F)c1=O	14%	-11%	-13%	3%	2%	19%	3%	0%	-1%
CC(=O)c1cccc(NS(=O)(=O)c2ccc3c(c2)oc(=O)n3C)c1	63%	-1%	-10%	-42%	i	8%	6%	0%	-1%
O=C(OCc1cccc(F)c1)c1cc2ccccc2cc1O	162%[activator]	0%	141%[activator]	-3%	-7%	15%	-9%	-11%	1%
More results follow:
SMILES	HP1b binding inh	ALOX12 inh	JMJD2A Tudor	RGS4 inh	PGK inhibitor	TrxR1 inh	GLS inh	Pin1 inhibitor	ERG Ets-DNA blk
O=C(COc1ncnc2sccc12)NC1CCCc2ccccc21 (stereo not given)	19%	-2%	-6%	18%	-9%	-5%	8%	9%	-3%
S=P(N1CC1)(N1CC1)N1CC1	u	-22%	-17%	u	-3%	39%[activator]	-17%	x	1%
COc1ccccc1NC(=O)C1=C(C)Nc2nc(SCc3ccccc3)nn2C1c1cccnc1 (stereo not given)	15%	u	-19%	-25%	i	3%	13%	10%	14%
CCCCC(CC)CNC(=O)CCCc1nnc2n(CCC)c(=O)c3sccc3n12 (stereo not given)	37%	-18%	-6%	15%	-7%	28%	-2%	-9%	13%
COCCn1c(C)nc2oc3ccc(Br)cc3c(=O)c2c1=O	9%	-15%	-5%	-11%	i	u	4%	u	3%
COc1ccc(N2CC(C(=O)NC3CCCCC3)CC2=O)cc1 (stereo not given)	4%	-24%	-2%	8%	-1%	3%	0%	-8%	-4%
O=[N+]([O-])c1ccc(Sc2n[nH]c(-c3ccco3)n2)nc1	12%	-3%	-15%	16%	4%	-22%	16%	2%	5%
O=C(CSCc1ccc([N+](=O)[O-])cc1)NCCSCc1ccccc1	0%	-3%	-22%	-6%	1%	14%[57.1 µM]	2%	-7%	1%
ON=C1CCCC2CCCCC12 (stereo not given)	7%	18%	-4%	18%	-10%	17%	-13%	-6%	-10%
CCOc1ccc(NS(=O)(=O)c2cc(OC)ccc2OC)cc1	4%	4%[57.4 µM]	-12%	11%	-6%	22%[57.1 µM]	14%	2%	6%
O=C(O)CCC(=O)NNC(=O)CCC1CCCCC1	37%	26%	-10%	-9%	1%	-10%	9%	0%	7%
CCOC(=O)C1=C(C)OC(N)=C(C#N)C1c1ccsc1 (stereo not given)	41%	-2%	-7%	-29%	-4%	1%	17%	4%	-13%
O=C(C(=O)N1CCCCCC1)c1c[nH]c2ccccc12	7%	21%	-1%	20%	-8%	6%[57.1 µM]	49%[activator]	-6%	-6%
CCN(CC(=O)Nc1cccc(OC)c1)C(=O)c1cnc(Cl)c(Cl)c1	-22%	1%	-18%	3%	-9%	5%	4%	3%	5%
COc1ccc(OC)c(NC(=O)C(C)OC(=O)c2cc3ccccc3[nH]2)c1 (stereo not given)	38%[activator]	-3%	-19%	5%	4%	-2%	8%	1%	-5%
CC(C)C(NC(=O)c1ccccc1)C(=O)OCn1nnc2ccccc2c1=O (stereo not given)	71%[activator]	20%	-10%	-21%	-1%	28%	-6%	5%	-2%
O=C(Nc1ccccc1C(=O)N/N=C/c1ccccc1)c1ccco1	u	4%	-15%	23%	-4%	-4%[57.1 µM]	-2%	3%	4%
COc1ccc(CN(CC(=O)NC(C)C)C(=O)CCC(=O)Nc2nccs2)cc1	36%[activator]	2%	12%	-6%	i	19%[57.1 µM]	-6%	2%	21%
O=C(Nc1cccc(O)c1)c1noc2c1CCc1ccccc1-2	30%&5%	-14%&-15%	-13%&-5%	-5%&-7%	-11%&-13%	-3%&2%	1%&-9%	u	3%
Cc1ccc2c(CSc3nnc(C4CC4)n3N)cc(=O)oc2c1	34%	6%	-15%	-1%	4%[11.5 µM]	0%	2%	-13%	x
Nc1nnc(-c2cccc([N+](=O)[O-])c2)o1	37%	-8%	-20%	14%	i	8%	2%	-2%	-3%
OCC1CCCCN1C(=S)Nc1ccc(Cl)cc1Cl (stereo not given)	13%	-15%	-21%	-48%	-5%	u	15%	-5%	1%
N#C/C(=C\c1cccnc1)C(=O)Nc1ccccc1[N+](=O)[O-]	9%	-13%	u	1%	-8%	4%	-1%	-7%	4%
C/C(=N\OCC(=O)Nn1c(=O)[nH]c2ccccc2c1=O)c1cccs1	19%	-4%	0%	-18%	-3%	8%	2%	1%	-3%
CCCCCN(C(=O)CCC(=O)OCCOc1cccc(C)c1)c1c(N)n(CCCC)c(=O)[nH]c1=O	27%	-9%	-11%	-10%	i	14%	-4%	4%	x
Cc1ccc(NC(=O)CSc2nc3c([nH]c4ccccc43)c(=O)n2C)cc1	45%[activator]	-34%	-12%	3%	-9%	13%	0%	u	-7%
CCOC(=O)N1CCc2c(sc(NC(=O)CN(CC)CC)c2C#N)C1	36%	u	-3%	-15%	-2%	17%	8%	-5%	-1%
CC(C)N(C(=O)[C@H]1C[C@H](CC(=O)NCC23CC4CC(CC(C4)C2)C3)C(=O)N2CCc3c([nH]c4cc(CCC(=O)N(C)C)ccc34)[C@]12C)C(C)C	11%	-28%	u	-4%	i	-3%	-6%	u	-8%

Arranged by value in TrxR1 inh (smallest number first): three from the list above
SMILES	HP1b binding inh	ALOX12 inh	JMJD2A Tudor	RGS4 inh	PGK inhibitor	TrxR1 inh	GLS inh	Pin1 inhibitor	ERG Ets-DNA blk
O=[N+]([O-])c1ccc(Sc2n[nH]c(-c3ccco3)n2)nc1	12%	-3%	-15%	16%	4%	-22%	16%	2%	5%
O=C(COc1ncnc2sccc12)NC1CCCc2ccccc21 (stereo not given)	19%	-2%	-6%	18%	-9%	-5%	8%	9%	-3%
CCOC(=O)C1=C(C)OC(N)=C(C#N)C1c1ccsc1 (stereo not given)	41%	-2%	-7%	-29%	-4%	1%	17%	4%	-13%

Bioassay records deposited in PubChem by National Center for Advancing Translational Sciences (NCATS).

A portion of the library. The share of hits here may be higher or lower than overall.
